# Nrf2 inh = inhibitors of Nrf2 signaling. A549 ARE-Fluc reporter, luciferase luminescence, 18-24 h. Potency, µM (titrated, usually from 46 µM), without a hit: at the highest dose activity change, negative = inhibition, actives largely listed as inhibitors. hit rate 2.1% among 360,000; further: potency means the concentration at half of the fitted maximal effect; on the % scale 0 is the no-effect control and ±100 the full control effect; nearly all actives have a fitted effect of over 60% in size
#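 A549 ARE_Fluc cells, 5000/well, 5% FBS OPTI-MEM; compounds in dose-response, 18-24 h at 37 °C/5% CO2; CellTiter-Fluor viability read (Ex 405/Em 525), then BugLite luciferase luminescence = Nrf2 activity.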
# A549 tox = counter-screen for Nrf2 inhibitors: cytotoxicity in A549 cells; A549 ARE-Fluc cells, CellTiter-Fluor viability, 18-24 h; Potency, µM (top dose mostly 46 µM), for the others: at the top dose activity change, negative = cytotoxicity, most hits filed as inhibitors; hit rate 0.16% among 390,000; further: potency means the concentration at half of the fitted maximal effect; on the % scale 0 is the no-effect control and ±100 the full control effect
#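 A549 ARE-Fluc cells in 5% FBS OPTI-MEM, 5000 cells/well, rested 2 h then exposed to compounds in concentration-response for 18-24 h at 37 °C. Viability by CellTiter-Fluor fluorescence (Ex 405/Em 525) after 30 min; luciferase luminescence (BugLite, 15 min, RT) read afterwards.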
# EPAC2 antagonist = blocks human EPAC2 exchange factor | AID 720708 | Q8WZA2 | Potency, µM (doses to about 114 µM), for inactives: at the top dose activity, negative = inhibition, hits mostly inhibitors | EPAC2 GEF exchange of Rap1B-BODIPY-GDP, fluorescence | hit rate 0.18% among 360,000; further: potency means the concentration at half of the fitted maximal effect; on the % scale 0 is the no-effect control and ±100 the full control effect; nearly all actives have a fitted effect of over 45% in size; many of its hits are not listed in these tables
# Target sequence (Q8WZA2 whole entry, looked up): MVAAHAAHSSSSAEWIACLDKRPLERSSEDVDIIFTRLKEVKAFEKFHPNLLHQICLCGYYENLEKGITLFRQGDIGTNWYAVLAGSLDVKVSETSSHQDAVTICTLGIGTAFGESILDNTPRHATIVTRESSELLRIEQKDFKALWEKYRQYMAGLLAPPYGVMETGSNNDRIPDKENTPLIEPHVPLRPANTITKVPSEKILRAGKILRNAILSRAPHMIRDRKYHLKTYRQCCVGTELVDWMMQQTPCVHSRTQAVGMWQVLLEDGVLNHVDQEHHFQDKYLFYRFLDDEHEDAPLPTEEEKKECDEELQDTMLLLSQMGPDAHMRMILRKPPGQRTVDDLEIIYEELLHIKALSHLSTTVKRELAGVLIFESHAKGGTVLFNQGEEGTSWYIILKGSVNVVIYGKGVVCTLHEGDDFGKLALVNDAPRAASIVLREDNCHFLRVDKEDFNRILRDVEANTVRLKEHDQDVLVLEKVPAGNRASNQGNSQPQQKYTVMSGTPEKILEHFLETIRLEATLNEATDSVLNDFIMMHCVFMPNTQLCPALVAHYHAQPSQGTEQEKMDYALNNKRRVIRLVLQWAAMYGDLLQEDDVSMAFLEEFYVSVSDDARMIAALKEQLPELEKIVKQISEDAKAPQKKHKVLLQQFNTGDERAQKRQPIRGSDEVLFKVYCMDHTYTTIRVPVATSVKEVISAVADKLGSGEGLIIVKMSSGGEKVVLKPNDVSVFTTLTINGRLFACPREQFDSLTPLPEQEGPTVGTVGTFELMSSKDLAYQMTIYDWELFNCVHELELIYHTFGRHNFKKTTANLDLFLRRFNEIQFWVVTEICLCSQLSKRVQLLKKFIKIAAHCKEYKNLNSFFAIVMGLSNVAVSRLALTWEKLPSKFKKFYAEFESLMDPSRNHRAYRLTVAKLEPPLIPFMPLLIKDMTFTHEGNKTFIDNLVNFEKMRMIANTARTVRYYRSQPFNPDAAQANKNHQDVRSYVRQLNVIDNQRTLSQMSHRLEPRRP
# TGFb inhibitor = inhibitors of TGF-b signaling | HepG2 CAGA-GFP TGF-b/SMAD3 reporter, GFP fluorescence, 18 h; TGF-beta stimulated, 500 pg/mL final | Potency, µM (series often up to 46.1 µM), inactives show at the top dose activity, negative = inhibition, actives largely listed as inhibitors | hit rate 1.2% among 410,000; further: potency means the concentration at half of the fitted maximal effect; on the % scale 0 is the no-effect control and ±100 the full control effect; nearly all actives have a fitted effect of over 65% in size
#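 Smad-responsive CAGA-GFP expression was quantified in HEPG2 cells exposed to compounds and 500 pg/mL final TGF-beta for 18 h at 37 degrees C; unstimulated wells defined full inhibition.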
# EPAC2 agonist = EPAC2 (human) agonism | Potency, µM (highest dose often 154 µM), without a hit: at the top dose activation, usual class: activators | EPAC2 activation, biochemical qHTS; response scale: 100% = 6.5 mM cAMP response | hit rate 0.079% among 360,000; further: potency means the concentration at half of the fitted maximal effect; nearly all actives have a fitted effect of over 50% in size
#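 Guanine nucleotide exchange by EPAC2 is measured as reduced fluorescence of BODIPY-GDP once it is released from 250 nM Rap1B. Plates are read kinetically for 30 min at room temperature; results are scaled to 6.5 mM cAMP.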
# pAkt inh = blocks phosphorylation of Akt; Neuro2A IGF-stimulated pAkt S473 HTRF, 20 min; stronger effect = lower value; activity change, % for hits at 50 µM; hit rate 0.32% among 360,000; in the data active means activity change below about -80%; inconclusive means mostly about -51% to -80%; further: on the % scale 0 is the no-effect control and ±100 the full control effect
#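 Neuro2A cells (4,500/well, DMEM with 0.5% FBS) were treated with compound at a single 50 µM final concentration, stimulated with 6 nM IGF for 20 min at 37 °C, and lysed. Phospho-Akt Ser473 was read by HTRF as 665/615 ratio ×10^4.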
# CCT modulator = changes cytosolic chaperonin activity; purified chaperonin ATPase assay, HTRF ADP detection, 30 min; activity change, % (no concentration beside the values), hits read low; hit rate 0.3% among 360,000; in the data active means activity change below about -30%; further: on the % scale 0 is the no-effect control and ±100 the full control effect
#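 Enzyme 40 or 20 nM (batch-dependent) in Tris pH 7.4/KCl/MgCl2/DTT; cpd 76 uM single point; ATP 10 uM; 30 min 37 °C; Transcreener ADP HTRF detection, 30 min RT; ratio 665/615.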
# Mm-Cpn inhibitor = inhibitors of Methanococcus maripaludis chaperonin (MmCpn) | AID 504842 | purified Mm-Cpn ATPase, ADP Transcreener TR-FRET | Potency, µM (top dose mostly 76.9 µM), for inactives: at the highest dose activity, negative = inhibition, usual class: inhibitors | hit rate 0.031% among 330,000; further: potency means the concentration at half of the fitted maximal effect; on the % scale 0 is the no-effect control and ±100 the full control effect; nearly all actives have a fitted effect of over 80% in size
#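 TR-FRET (320 nm excitation; 590 and 665 nm emission) reports ADP made from 10 uM ATP by 25 nM enzyme; compounds were preincubated 10 min, reaction run 30 min, both at 37°C.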
# Nrf2 ARE act = Nrf2 pathway activation. Potency, µM (titrated, usually from 46.1 µM), without a hit: at the top dose activation, hits mostly activators. hit rate 0.31% among 410,000. AREc32 ARE-luciferase reporter (MCF7-derived line), luminescence, 24 h. AID 624171; further: potency means the concentration at half of the fitted maximal effect; % of control where 0% means no effect; nearly all actives have a fitted effect of over 65% in size
#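 For detection, Steady-Glo was added and plates sat 30 min at RT; before that, AREc32_Fluc cells grown overnight in OPTI-MEM/5% FBS had been treated with 23 nL compound for 24 hr at 37 deg C.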
# Numbers without * were called inactive; i = inactive; ? = inconclusive; · = not tested or not shown; [ ] = dose if it differs, or a comment. Unless noted, the call rests on the fitted dose curve; in most records, active means well fitted curve in the direction sought with a large enough effect; inconclusive means small, poorly fitted or top-dose-only effect, or another doubt; inactive means no such curve, though single readings can be large; an effect the other way counts as inactive or inconclusive.
1) Cc1nc(SCC(=O)NCc2ccc(F)cc2)c2c(=O)n(C)c(=O)n(C)c2n1
2) CC(C)(C)NC(=O)NC(=O)CSc1ccc(S(=O)(=O)N2CCOCC2)cn1
3) Cc1ccc(C(C)C)c(OCC(=O)c2c(O)c3ccccc3oc2=O)c1
4) CCCCn1c(N)c(N(CCOC)C(=O)c2ccc(Br)o2)c(=O)[nH]c1=O
5) O=C(NCCc1ccc(F)cc1)c1cc2ccccc2oc1=O
6) O=C(CCC(=O)N1CCc2ccccc21)Nc1ccccc1
7) CCOC(=O)C1=C(COC(=O)/C=C/c2ccc([N+](=O)[O-])cc2)NC(=O)NC1C (configuration not stated)
8) Cc1cc(F)ccc1NC(=O)Cn1cc(S(=O)(=O)NC(C)C)c(S(=O)(=O)NC(C)C)c1

Screen / compound no. | 1 | 2 | 3 | 4 | 5 | 6 | 7 | 8
Nrf2 inh | -10.0% | -7.8% | -8.2% | 8.9% | 15.7% | -22.5% | -24.5% | 26.7%
A549 tox | 0.0% | -0.3% | -4.7% | 0.5% | 1.2% | -4.6% | 2.8% | -6.3%
EPAC2 antagonist | 8.9% | 6.0% | 7.4% | -8.2% | 3.5% | -2.0% | 3.0% | ·
TGFb inhibitor | -3.9% | -2.9% | -28.8% | 0.5% | 18.1% | -3.2% | 0.5% | -11.9%
EPAC2 agonist | 1.0% | 7.6% | 7.6% | -4.0% | 2.9% | 2.9% | -2.7% | ·
pAkt inh | i | i | i | i | i | i | i | ·
CCT modulator | -0.8 | -22.4 | -2.2 | 0.3 | 2.1 | -0.4 | 2.7 | ·
Mm-Cpn inhibitor | 0.8% | 1.0% | · | -0.6% | -0.2% | -2.4% | 1.5% | ·
Nrf2 ARE act | 0.0% | -0.5% | 0.3% | -0.3% | 0.3% | -0.6% | 11.0% | -0.3%

# Eight structures from above, arranged by formula weight, ascending:
6) O=C(CCC(=O)N1CCc2ccccc21)Nc1ccccc1
5) O=C(NCCc1ccc(F)cc1)c1cc2ccccc2oc1=O
3) Cc1ccc(C(C)C)c(OCC(=O)c2c(O)c3ccccc3oc2=O)c1
7) CCOC(=O)C1=C(COC(=O)/C=C/c2ccc([N+](=O)[O-])cc2)NC(=O)NC1C (configuration not stated)
1) Cc1nc(SCC(=O)NCc2ccc(F)cc2)c2c(=O)n(C)c(=O)n(C)c2n1
2) CC(C)(C)NC(=O)NC(=O)CSc1ccc(S(=O)(=O)N2CCOCC2)cn1
4) CCCCn1c(N)c(N(CCOC)C(=O)c2ccc(Br)o2)c(=O)[nH]c1=O
8) Cc1cc(F)ccc1NC(=O)Cn1cc(S(=O)(=O)NC(C)C)c(S(=O)(=O)NC(C)C)c1

Screen / compound no. | 6 | 5 | 3 | 7 | 1 | 2 | 4 | 8
Nrf2 inh | -22.5% | 15.7% | -8.2% | -24.5% | -10.0% | -7.8% | 8.9% | 26.7%
A549 tox | -4.6% | 1.2% | -4.7% | 2.8% | 0.0% | -0.3% | 0.5% | -6.3%
EPAC2 antagonist | -2.0% | 3.5% | 7.4% | 3.0% | 8.9% | 6.0% | -8.2% | ·
TGFb inhibitor | -3.2% | 18.1% | -28.8% | 0.5% | -3.9% | -2.9% | 0.5% | -11.9%
EPAC2 agonist | 2.9% | 2.9% | 7.6% | -2.7% | 1.0% | 7.6% | -4.0% | ·
pAkt inh | i | i | i | i | i | i | i | ·
CCT modulator | -0.4 | 2.1 | -2.2 | 2.7 | -0.8 | -22.4 | 0.3 | ·
Mm-Cpn inhibitor | -2.4% | -0.2% | · | 1.5% | 0.8% | 1.0% | -0.6% | ·
Nrf2 ARE act | -0.6% | 0.3% | 0.3% | 11.0% | 0.0% | -0.5% | -0.3% | -0.3%

# (more compounds)
9) O=C1CCC(C(=O)N(Cc2ccco2)C2(C(=O)NC3CCCC3)CCCCC2)N1 (configuration not stated)
10) COCCNC(=O)c1ccc(C)c(S(=O)(=O)Nc2ccc(C)cc2)c1
11) Nc1nc(OCC2CCCCC2)c2[nH]cnc2n1
12) Cc1cc2ncn(S(=O)(=O)N3CCCCC3)c2cc1C
13) O=C(Oc1ccc([N+](=O)[O-])cc1)c1ccc2ccccc2n1
14) Nc1ccccc1C#Cc1ccc([N+](=O)[O-])cc1
15) O=C(N/N=C/c1ccoc1)c1ccc(Br)cc1
16) O=C(NC1CCCc2ccccc21)C1CCN(S(=O)(=O)c2cccc3nsnc23)CC1 (configuration not stated)

Screen / compound no. | 9 | 10 | 11 | 12 | 13 | 14 | 15 | 16
Nrf2 inh | · | -22.3% | 18.4µM* | ? | ? | ? | 28.4% | -11.9%
A549 tox | -11.7% | -3.0% | ? | -11.4% | -0.5% | -1.4% | 6.2% | 0.4%
EPAC2 antagonist | -7.0% | 6.2% | -3.9% | -1.6% | -2.4% | -7.4% | -9.7% | 32.9%[activator]
TGFb inhibitor | -16.4% | -6.2% | -7.0% | -24.5% | 26.9% | -9.8% | -7.5% | 5.7%
EPAC2 agonist | 1.8% | 1.6% | -0.4% | 9.4% | 18.2% | 18.7% | 11.8% | 3.1%
pAkt inh | i | i | i | i | i | i | i | i
CCT modulator | 0.6 | 0.5 | -0.7 | -2.7 | -4.1 | 0.7 | -3.8 | 2.2
Mm-Cpn inhibitor | 1.8% | 0.0% | 1.1% | 0.0% | -1.2% | · | -1.4% | -0.1%
Nrf2 ARE act | -0.1% | -0.3% | 1.1% | -0.7% | 3.1% | ? | -0.3% | -0.5%

# Quoted from above, compounds 9 to 10
9) O=C1CCC(C(=O)N(Cc2ccco2)C2(C(=O)NC3CCCC3)CCCCC2)N1 (configuration not stated)
10) COCCNC(=O)c1ccc(C)c(S(=O)(=O)Nc2ccc(C)cc2)c1

Screen / compound no. | 9 | 10
Nrf2 inh | · | -22.3%
A549 tox | -11.7% | -3.0%
EPAC2 antagonist | -7.0% | 6.2%
TGFb inhibitor | -16.4% | -6.2%
EPAC2 agonist | 1.8% | 1.6%
pAkt inh | i | i
CCT modulator | 0.6 | 0.5
Mm-Cpn inhibitor | 1.8% | 0.0%
Nrf2 ARE act | -0.1% | -0.3%

# (next part)
17) COc1cccc(C2=CC(=O)CC(C)(C)C2)n1
18) COc1ccc(-n2c(=O)cc(N3CCN(c4ccccc4)CC3)[nH]c2=O)cc1
19) O=C(c1ccc2nsnc2c1)N1CCN(c2ccc([N+](=O)[O-])cc2)CC1
20) COc1ccc(CNC(=O)[C@H](Cc2ccccc2)NC(=O)CC[C@H]2O[C@@H](n3ccc(=O)[nH]c3=O)[C@H](O)[C@@H]2O)cc1
21) COc1cc(OC)cc(C(=O)Nc2ccc3c(c2)n(C)c(=O)c(=O)n3C)c1
22) CCOC(=O)C1(Cc2ccccc2)NC(c2ccccc2F)C2C(=O)N(CC)C(=O)C21 (configuration not stated)
23) CCCNC(=O)C1(C)CCN(C(=O)Cc2ccc(OC)c(OC)c2)C1 (configuration not stated)
24) O=C(c1cccc(F)c1)N1CCN(c2ccc([N+](=O)[O-])c(N3CCCCC3)c2)CC1
25) O=C(NCCc1ccccc1)c1ccc(NS(=O)(=O)c2ccc3[nH]c(=O)[nH]c3c2)cc1
26) Cc1csc(SCC(=O)Nc2cc(F)ccc2C)n1

Screen / compound no. | 17 | 18 | 19 | 20 | 21 | 22 | 23 | 24 | 25 | 26
Nrf2 inh | 3.1% | ? | 23.1µM* | · | ? | -24.2% | · | -1.3% | ? | ·
A549 tox | -0.7% | ? | -6.8% | · | -1.0% | -2.2% | · | 2.3% | -25.8% | ·
EPAC2 antagonist | -9.2% | 13.0% | 10.1% | -3.3% | · | -3.7% | 2.3% | 11.6% | -16.6% | 1.3%
TGFb inhibitor | 0.5% | -2.9% | ? | -0.4% | -17.0% | 6.1% | 1.7% | -8.4% | -2.0% | -0.5%
EPAC2 agonist | 1.7% | 7.9% | 12.4% | -1.2% | · | 5.0% | 0.1% | 16.3% | 7.9% | 1.0%
pAkt inh | i | i | · | i | · | i | i | i | i | i
CCT modulator | -1.0 | 3.3 | -4.7 | 1.1 | · | -0.8 | -2.1 | 0.2 | 2.3 | -4.4
Mm-Cpn inhibitor | · | 2.1% | -6.1% | · | · | 0.5% | · | 0.9% | 2.4% | ·
Nrf2 ARE act | -0.4% | 2.5% | 5.1% | 0.2% | 0.0% | -0.1% | 0.1% | 0.6% | 3.0% | -0.3%

# A portion of the library (hit frequency here may not be typical).
